Compound activity from PubChem.
Epigenetic derep = derepresses silenced GFP reporter in murine cells; murine LDR cells, GFP reporter derepression, 30 h; Potency, µM (highest dose often 53.9 µM), inactives show top-dose GFP activation, hits mostly activators; 0.2% of 280,000 active; AID 1865; note: potency is the fitted concentration of half-maximal effect; % of control where 0% means no effect; nearly all actives have a fitted effect of over 60% in size
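Reporter derepression read as number of fluorescent GFP-positive objects, 20-120 um in size, counted by laser-scanning cytometer. Mouse LDR line with an epigenetically silenced CMV-GFP locus; compound incubation 30 h, 37 C.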
LMNA splice mod = modulators of lamin A splicing. 0.01% of 200,000 active. HeLa LMNA splicing GFP/RFP minigene ratio, 48 h. Potency, µM (highest dose often 46.1 µM), for the others: at the highest dose ratio change, negative = inhibition, hits mostly inhibitors; active = well fitted inhibition curve with a large enough effect in the signal ratio, with a control signal flat, not every such curve was filed as active; inconclusive = small, poorly fitted or top-dose-only effect, or effect the other way, or a change in a side signal; the % refers to the signal ratio; note: potency is the fitted concentration of half-maximal effect; % is set by controls: 0 for no effect and ±100 for the full control effect
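Read-out is the ratio of GFP to DsRed2 object intensity, acquired by 488 nm laser-scanning cytometry on HeLa lamin A-EGFP minigene reporter cells. Compound incubation 48 hrs at 37 °C in Opti-MEM with 2% FBS; DMSO 0.5% final.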
CBFb-RUNX1 inh = inhibitors of human CBF-beta and RUNX1 interaction | Q01196+Q13951 | AlphaScreen CBFb-His/RUNX1-biotin binding, biochemical | Potency, µM (top dose mostly 59.8 µM), inactives show at the highest dose activity, negative = inhibition, actives largely listed as inhibitors | 230,000 tested, under 10 active | AID 1477; note: % of control where 0% means no effect
Target sequence (Q01196 whole entry, looked up): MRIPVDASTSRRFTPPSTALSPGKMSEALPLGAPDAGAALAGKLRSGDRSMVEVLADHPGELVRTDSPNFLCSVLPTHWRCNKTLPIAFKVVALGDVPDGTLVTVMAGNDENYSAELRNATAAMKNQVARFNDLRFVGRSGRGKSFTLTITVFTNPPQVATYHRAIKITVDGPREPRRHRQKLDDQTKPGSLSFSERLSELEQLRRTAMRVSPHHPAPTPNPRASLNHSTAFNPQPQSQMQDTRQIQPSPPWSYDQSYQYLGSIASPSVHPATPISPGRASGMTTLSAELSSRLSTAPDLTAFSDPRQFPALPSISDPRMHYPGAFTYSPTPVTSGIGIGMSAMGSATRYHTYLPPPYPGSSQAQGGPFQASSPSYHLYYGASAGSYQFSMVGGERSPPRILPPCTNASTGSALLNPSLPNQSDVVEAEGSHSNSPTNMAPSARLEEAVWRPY
Target sequence (Q13951 whole entry, looked up): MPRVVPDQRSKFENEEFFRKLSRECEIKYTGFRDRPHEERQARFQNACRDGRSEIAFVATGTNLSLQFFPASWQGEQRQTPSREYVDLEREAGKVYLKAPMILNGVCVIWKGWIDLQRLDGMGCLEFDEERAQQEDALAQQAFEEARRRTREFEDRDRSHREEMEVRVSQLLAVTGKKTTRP
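AlphaScreen proximity signal reports loss of binding between His-tagged CBF-beta and biotin-labelled RUNX1, each at 30 nM. Proteins are pre-associated for 20 minutes, compounds added for 15 minutes, then beads for 90 minutes, all at ambient temperature.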
GLA spleen mod = alpha-galactosidase A (human) modulation; P06280; human spleen homogenate, 4MU-alpha-Gal fluorescence, 40 min; Potency, µM (highest dose often 80 µM), for the others: at the highest dose activity change, negative = inhibition, hits mostly inhibitors; 0.008% of 240,000 active;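 note: potency is the fitted concentration of half-maximal effect; 0% = enzyme with vehicle and -100% = no enzyme basal signal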
Target sequence (P06280 32-429 limits assumed): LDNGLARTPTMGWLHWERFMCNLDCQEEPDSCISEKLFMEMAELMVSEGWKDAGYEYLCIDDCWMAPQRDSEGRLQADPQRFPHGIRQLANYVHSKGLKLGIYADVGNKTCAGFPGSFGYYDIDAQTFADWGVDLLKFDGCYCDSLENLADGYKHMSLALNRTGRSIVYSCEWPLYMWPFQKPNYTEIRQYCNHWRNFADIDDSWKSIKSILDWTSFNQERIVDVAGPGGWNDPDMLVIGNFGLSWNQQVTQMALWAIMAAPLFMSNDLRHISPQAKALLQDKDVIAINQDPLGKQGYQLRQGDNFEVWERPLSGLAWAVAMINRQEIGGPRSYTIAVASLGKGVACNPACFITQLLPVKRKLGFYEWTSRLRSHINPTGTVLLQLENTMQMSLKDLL
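Spleen homogenate 1 ug + cpd (titration) + 4-MU-alpha-D-galactopyranoside 1 mM; 37C 40 min; 50 mM citrate/phosphate pH 5.0, 0.01% Tween-20; stop pH 10; fluorescence 365/440; AC50 via Hill.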
KinaseGlo FLuc = Kinase-Glo luciferase inhibition (counter-screen); Kinase-Glo luciferase, ATP luminescence, 8 min; Potency, µM (series often up to 38.3 µM), inactives show at the top dose activity change, negative = inhibition, hits mostly inhibitors; 0.28% of 200,000 active; Q27757; note: potency is the fitted concentration of half-maximal effect; % is set by controls: 0 for no effect and ±100 for the full control effect; nearly all actives have a fitted effect of over 60% in size
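Light output from Kinase-Glo luciferase with luciferin and 10 uM ATP in 50 mM imidazole pH 7.2, KCl, MgCl2, Tween 20, BSA; compound pin-delivered, 8-min ambient incubation, then luminescence read.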
IMPase Li inh = IMPase inhibition in cells with lithium potentiation; CHO-M1 cells, IP1 TR-FRET (IP-One), carbachol + lithium; Potency, µM (doses to about 59.4 µM), without a hit: at the highest dose activity, negative = IMPase inhibition, usual class: inhibitors; 0.35% of 210,000 active;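 note: IP1 builds up when IMPase is blocked and the TR-FRET signal falls; potency is the fitted concentration of half-maximal effect; plate controls were basal vehicle for no effect and high inhibitor control for full effect; nearly all actives have a fitted effect of over 50% in size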
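Steps: plate 2000 CHO-M1 cells per well and culture 16–30 h; add compound and lithium; incubate 30 min, 37C; add d2-IP1 tracer and Eu cryptate anti-IP1 antibody in lysis buffer; read after 10 min at room temperature.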
NPSR antagonist = antagonists of human neuropeptide S receptor cAMP signaling; CHO-NPSR cells, cAMP TR-FRET, antagonist mode; Potency, µM (titrated, usually from 38.3 µM), for the others: top-dose activity change, negative = inhibition, most hits filed as inhibitors; 1% of 220,000 active; note: potency is the fitted concentration of half-maximal effect; % is set by controls: 0 for no effect and ±100 for the full control effect; nearly all actives have a fitted effect of over 50% in size; many of its hits are not listed in these tables
The depositor's hits bear a star; u = inconclusive; x = no result given; [ ] = another dose, or the depositor's remark. Unless noted, calls come from the whole dose curve; as a rule, active = well fitted curve in the direction sought with a large enough effect; inconclusive = small, poorly fitted or top-dose-only effect, or another doubt; inactive = no such curve, though single readings can be large; an effect the other way counts as inactive or inconclusive. This is a subset; the hit share may differ from the screen's.

Values run as follows: Epigenetic derep, LMNA splice mod, CBFb-RUNX1 inh, GLA spleen mod, KinaseGlo FLuc, IMPase Li inh, NPSR antagonist
> COc1cc(NC(=O)c2ccccc2Cl)c(OC)cc1NC(=O)CN1CCCCC1
  2.2%, x, 1%, 0%, -2%, -4%, -8%
> Cc1cc([N+](=O)[O-])nn1Cc1ccc(C(=O)N/N=C/c2ccccc2)cc1
  -1.0%, -5%, -6%, 0%, 0%, 6%, 1%
> COC(=O)c1ccc(S(=O)(=O)NCc2ccco2)n1C
  0.1%, x, 0%, -8%, x, x, -6%
> Cc1ccc(CNC(=O)C(Cc2ccccc2)NS(=O)(=O)c2ccc(Br)s2)cc1 (stereo not given)
  0.3%, u, 3%, 10%, 6%, 6%, -37%
> Cc1cccc(C)c1NC(=O)NC1(C(=O)NCCN2CCOCC2)CCCCC1
  2.9%, x, 4%, -5%, 0%, -6%, 13%
> COc1cc(C2Nc3cc(Cl)c(S(N)(=O)=O)cc3S(=O)(=O)N2)cc(OC)c1OC (stereo not given)
  -1.8%, -2%, -1%, -10%, 0%, -14%[38.3 µM], -4%[46.1 µM]
> Cc1ccc(C(=O)NC(=S)Nc2ccc3[nH]c(=O)[nH]c3c2)cc1C
  -1.1%, -10%, -2%, -10%, 1%, -10%, 11%
> CN(CC(=O)Nc1ccc(Cl)c(Cl)c1)C(=O)C12CC3CC(CC(C3)C1)C2
  -1.3%, u, 9%, 2%, -1%, 5%, 4%
> COc1ccc(-c2c(C)sc(NC(=O)c3ccnn3C)c2C#N)cc1
  -5.6%, u, 6%, -8%, 10%, -2%, 3%
> COC(=O)c1cc(OC)c(OC)cc1NC(=O)Nc1ccccc1OC
  -3.9%, -3%, -2%, 29%, -3%, 1%[38.3 µM], 5%[46.1 µM]
> O=C(CNC(=O)c1cccs1)NCC(=O)OCc1c(Cl)cccc1Cl
  0.9%, 3%, 2%, 10%, 0%, -5%[38.3 µM], 2%[46.1 µM]
> Cc1cc(C)nc(/N=C(\N)Nc2cccc([N+](=O)[O-])c2)n1
  1.1%, 0%, -5%, 3%, 0%, -8%, 28%
> CC(OC(=O)C1=COCCO1)C(=O)Nc1cccc(S(=O)(=O)N2CCOCC2)c1 (stereo not given)
  1.0%, x, 1%, -4%, x, x, 6%
> CCOC(=O)c1c(NC(=O)CSc2nc3c(c(=O)n(C)c(=O)n3C)n2CC)sc(C)c1C
  -1.0%, 9%, 3%, 8%, -2%, 18%[38.3 µM], -1%[46.1 µM]
> O=C(NCc1ccco1)/C(=C/c1cccnc1)NC(=O)c1cccc(Br)c1
  -1.2%, 21%, 7%, -9%, -4%, -3%[38.3 µM], -4%[46.1 µM]
> COc1cc(NC(=O)C2CCCCC2)c(OC)cc1NC(=O)CN1CCCCC1
  -1.0%, 4%, -4%, 16%, -3%, 5%[38.3 µM], -19%[46.1 µM]
> COC(=O)CCCCNC(=O)Nc1ccccc1
  4.5%, u, 3%, -10%, 1%, 6%, 5%
> Cc1ccccc1NC(=S)NC12CN3CN(CN(C3)C1)C2
  1.4%, x, 3%, 2%, 14%, -5%, 18%
> CN(C(=O)CSc1nnc(N)s1)c1c(N)n(Cc2ccccc2)c(=O)[nH]c1=O
  -11%, 8%, -3%, 6%, -5%, 27%[38.3 µM], -16%[46.1 µM]
> C/C(=N/NS(=O)(=O)c1ccccc1)c1ccc(NC(=O)C(F)(F)F)cc1
  9.0%, 1%, 3%, 1%, -3%, 4%, 2%
> Cc1cccc(NC(=O)CO/N=C/c2ccc3c(c2)OCO3)c1
  0.0%, 3%, 6%, 6%, 4%, 0%, -5%[46.1 µM]
> Cc1ccc(/C=c2/sc3n(c2=O)CCCN=3)o1
  -0.8%, -4%, -21%, -3%, -9%, 7%, -8%[46.1 µM]
> CC(C)(C)NC(=S)NCCc1ccccc1
  -0.9%, -10%, 0%, -1%, x, x, -6%[46.1 µM]
> O=C(CSc1nccn1Cc1ccccc1)NCc1ccccc1
  3.7%, -2%, 1%, 3%, -6%, 15%[38.3 µM], -11%[46.1 µM]
> Cc1cc(C(=O)NCc2cccnc2)no1
  -1.1%, 2%, 3%, 11%, 0%, -4%[38.3 µM], 0%[46.1 µM]
> CC1CC(C)CN(C(=O)c2cc3c(s2)CCC3)C1 (stereo not given)
  2.1%, 12%, 7%, -13%, 0%, 28%[38.3 µM], -8%[46.1 µM]
> Cc1c(NS(=O)(=O)c2ccc(N(C)C3CCCCC3)c([N+](=O)[O-])c2)c(=O)n(-c2ccccc2)n1C
  -1.9%, u, 0%, 0%, -1%, 7%, -14%
> O=C(CC1C(=O)NCCN1C(=O)Nc1ccc(Cl)cc1)Nc1ccc(F)cc1 (stereo not given)
  -0.2%, x, 11%, -8%, 1%, 10%, -18%
> Cc1csc2nc(CNS(=O)(=O)c3ccc4c(c3)OCCO4)cn12
  0.0%, -6%, 5%, -5%, 5%, -5%[38.3 µM], -4%[46.1 µM]
> O=C(CCNS(=O)(=O)c1cccc2nsnc12)NCc1ccco1
  2.4%, u, -2%, 3%, -1%, 2%, 11%
> O=C(CCCN1C(=O)CSc2ncccc21)N1CCN(c2cccc(C(F)(F)F)c2)CC1
  0.0%, -11%, 2%, 6%, -1%, 28%[38.3 µM], -18%[46.1 µM]
> Cc1ccccc1OCCNc1cc(N2CCN(CCO)CC2)ccc1[N+](=O)[O-]
  0.0%, u, -20%, -1%, -1%, 0%, -12%
> O=C(COc1ccc(Cl)cc1Cl)NCc1ccco1
  1.0%, u, 3%, -15%, -1%, -10%[38.3 µM], 11%[46.1 µM]
> O=C(O)c1ccccc1C(=O)Nc1ccccc1[N+](=O)[O-]
  0.1%, x, 6%, -1%, x, x, -33%
> CCn1c(COc2ccc(=O)n(-c3ccccc3)n2)nnc1SCc1ccc(OC)cc1
  -1.3%, 13%, -2%, -2%, 1%, 7%[38.3 µM], -20%[46.1 µM]
> COc1cccc(CC(=S)N2CCOCC2)c1
  0.9%, u, -1%, 10%, 0%, 10%, 18%
> CCOC(=O)c1ccc(N2C(=O)CC(N3CC(C)OC(C)C3)C2=O)cc1 (stereo not given)
  0.9%, 2%, 3%, -8%, 1%, 11%[38.3 µM], -9%[46.1 µM]
> O=C(CSc1nnc(NC(=O)c2ccccc2F)s1)Nc1ccccc1F
  1.2%, u, 4%, 0%, -23%, 11%, -4%
> CS(=O)(=O)N(Cc1ccccc1)c1ccc(C(=O)NCC2CCCO2)cc1 (stereo not given)
  4.2%, -5%, 6%, 7%, -5%, 19%[38.3 µM], -10%[46.1 µM]
> Cc1cc(C(F)(F)F)n2nc(-c3cnn(C)c3C(F)(F)F)c(Br)c2n1
  1.2%, x, 0%, 2%, 0%, 5%, -13%
> COc1ccc(NS(=O)(=O)c2ccc(O)c(C(=O)OCC(=O)NC3CCCCC3)c2)cc1
  1.1%, -11%[46 µM], -5%, 0%, 2%, 6%, -13%
> O=C(c1ccc(NC(=S)NCc2ccc(Cl)cc2)cc1)N1CCCCC1
  1.5%, x, 6%, -4%, 0%, 7%, -24%
> Clc1ccc(CSc2nnc(/C=C/c3ccccc3)o2)c(Cl)c1
  18%, -6%, 21%, 8%, 2%, 34%[activator][38.3 µM], -11%[46.1 µM]
> Cc1ccc(C)c(NC(=O)Cn2nnc(C(=O)NCc3cccs3)c2N)c1
  -1.3%, -6%, -1%, -1%, -2%, -17%[38.3 µM], 8%[46.1 µM]
> NNC(=O)c1cccc(S(=O)(=O)Nc2cccc(C(F)(F)F)c2)c1
  -2.6%, x, 6%, -4%, x, x, 12%
> O=C(O)CC1S/C(=N/N=C/c2ccc(-c3ccc(Cl)cc3[N+](=O)[O-])o2)NC1=O (stereo not given)
  0.7%, 1%, -19%, 4%, 0%, 24%[38.3 µM], 4%[46.1 µM]
> CN(C)c1ccc(-c2ccc3ncnc(N(C)Cc4ccco4)c3c2)cc1
  x, u, x, -12%, x, 10%, x
> CCN(CC)CCn1c2ccccc2c2cnc(N=CN(C)C)c(C#N)c21
  -1.0%, u, -3%, -2%, 9%, 16%[38.3 µM], -14%[46.1 µM]
> CN(C)c1nc(NCc2ccccc2)nc(N/N=C/c2ccc(Br)cc2)n1
  0.0%, -6%[46 µM], -5%, -1%, -1%, 9%, -24%
> Cc1cc(C)nc(NC(=NCCc2c[nH]c3ccccc23)NC(=O)C(C)(C)C)n1
  2.1%, x, 2%, 2%, x, x, u
> C/C(=N\N=C(N)N)c1cccc(Cl)c1
  1.1%, x, -3%, -4%, -3%, 1%, -2%
> C/C(=N\N(Cc1ccccc1)c1ccccc1)c1ccncc1
  -0.1%, 0%[46 µM], -3%, 3%, 0%, 18%, -23%
> O=C(CC(=O)NN=C1CCCCCC1)NCc1cccnc1
  1.3%, x, 5%, 5%, -1%, 6%, 13%
> CC1(C)Cc2c(sc(NC(=O)c3ccco3)c2C(=O)O)CO1
  0.0%, 23%, -3%, 10%, -9%, 29%[38.3 µM], -19%[46.1 µM]
> CC1CN(C(=O)CSc2nc(-c3ccccc3)cs2)CC(C)O1 (stereo not given)
  12%, -8%, 7%, 3%, -2%, 10%[38.3 µM], -7%[46.1 µM]
> FC(F)(F)c1cc(N2CCOCC2)nc(-c2ccccc2)n1
  0.0%, -2%, 8%, -4%, 1%, -1%, u
> O=C(Nc1cc(SCCO)cc([N+](=O)[O-])c1)c1ccco1
  -1.8%, -4%, 0%, -8%, 1%, -3%, 5%
> Cc1ccc(C)c(NC(=O)COc2cccc3c2CCN(Cc2ccccc2C)C3=O)c1
  -1.1%, -7%, 2%, -4%, 1%, 4%, -56%
> COc1ccc(NC(=O)CCC(=O)N/N=C/c2cn(C)nc2C)cc1
  -2.7%, x, 13%, u, x, x, 19%
> COc1ccc(Oc2ccc(N/C=C3\CCCC3=O)cc2)cc1
  0.0%, u, -7%, 3%, 0%, 9%, -6%

(further entries)
Values run as follows: Epigenetic derep, LMNA splice mod, CBFb-RUNX1 inh, GLA spleen mod, KinaseGlo FLuc, IMPase Li inh, NPSR antagonist
> N#Cc1cccc(-c2nc(NCc3cccs3)c3ccccc3n2)c1
  x, u, x, 0%, x, 18%, x
> CCCc1ccc(S(=O)(=O)Nc2ccc(C)c(NS(C)(=O)=O)c2)cc1
  3.2%, x, 6%, 6%, x, x, -10%
> C/C(=N\NC(=O)c1nn(C)cc1Br)c1cccc(NC(=O)C2CCCC2)c1
  6.4%, 5%, 5%, -1%, -1%, 0%[38.3 µM], -3%[46.1 µM]
> CCOC(=O)C1CCN(Cc2coc3c(Cl)cc(Cl)cc3c2=O)CC1
  0.0%, 4%, 0%, -1%, 1%, 13%[38.3 µM], -8%[46.1 µM]
